# Assay outcomes as filed in PubChem BioAssay.
# KCNH2 3.1 inh: qHTS for Inhibitors of KCHN2 3.1: Mutant qHTS. U2OS KCNH2 3.1, thallium flux FluxOr; active compounds read low. 340,000 tested, 0.95% active. AID 720553, 2013. Potassium voltage-gated channel subfamily H member 2, brain isoform KCNH2 3.1 (human). activity change, % (tested at about 1.8 µM);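 active means maximum activity change below -70%; inconclusive means maximum activity change from -70% to -50%; inactive means maximum activity change above -50%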;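 further: thallium influx rate constant from kinetic fluorescence after stimulation buffer; on the % scale 0 is the no-effect control and ±100 the full control effect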
#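 Measured as rate of thallium-driven FluxOr signal in transduced U2OS cells carrying the 3.1 channel, read kinetically for 2 min upon stimulation; values are rate constants scaled to DMSO control wells.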
# FBPA coupling cs: qHTS Assay for Inhibitors of Fructose-1,6-bisphosphate Aldolase from Giardia Lamblia: Coupling assay counterscreen | coupling enzyme system counterscreen, AmpLite Red fluorescence | activity change, negative = inhibition, % at 58.2 µM, hits read low | 290,000 tested, 0.67% active; in the data active means activity change below about -30%; further: on the % scale 0 is the no-effect control and ±100 the full control effect
#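 Compounds tested against the coupling enzymes alone at 57.5 uM final; readout was AmpLite Red fluorescence (525/598 nm) after 20 min at RT.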
# CXXC DNA block: qHTS Fluorescence Polarization Assay for Inhibitors of MLL CXXC domain - DNA interaction; MLL-CXXC / FITC-HOXA9 DNA fluorescence polarization; Potency, µM (top dose mostly 115 µM), inactives show at the top dose activity change, negative = inhibition, actives largely listed as inhibitors; 290,000 tested, 0.037% active; AID 2662, 2010; active means well fitted inhibition curve with a large enough effect in the polarisation, with a control signal flat, not every such curve was filed as active; inconclusive means small, poorly fitted or top-dose-only effect, or effect the other way, or a change in a side signal; inactive means no such curve, though single readings can be large or run the other way; the % refers to the polarisation; further: potency means the concentration at half of the fitted maximal effect
#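 Fluorescence polarization: 7 uM MLL-CXXC (stock) preincubated 5 min with compounds, then 50 nM fluorescein-HOX-A9 DNA (stock) added; 30 min ambient. Buffer 50 mM Tris-HCl pH 7.5, 50 mM NaCl, 1 mM DTT, 0.05% BSA.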
# GALK inh: qHTS Assay for Inhibitors of Human Galactokinase (GALK); P51570; Purified GALK, Kinase-Glo residual ATP luminescence; Potency, µM (titrated, usually from 57.5 µM), without a hit: top-dose activity change, negative = inhibition, hits mostly inhibitors; 270,000 tested, 0.007% active; AID 1868, 2009; further: potency means the concentration at half of the fitted maximal effect; on the % scale 0 is the no-effect control and ±100 the full control effect
#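 Luminescence from leftover ATP (Ultra-Glo luciferase/luciferin) served as read-out after a 1 h room-temperature reaction of 5 nM GALK with 35 uM ATP and 100 uM galactose.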
# hERG WT inh: qHTS for Inhibitors of KCHN2 3.1: Wildtype qHTS; 340,000 tested, 0.37% active; U2OS, BacMam KCNH2, thallium flux FluxOr; active compounds read low; activity change, % at 1.84 µM; Voltage-gated inwardly rectifying potassium channel KCNH2 (Homo sapiens), Q12809;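 active means maximum activity change below -70%; inconclusive means maximum activity change between -70% and -50%; inactive means maximum activity change above -50%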; further: on the % scale 0 is the no-effect control and ±100 the full control effect
#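 U2OS cells transduced with wild-type KCNH2 virus are loaded with FluxOr dye for 45 min, and thallium flux is measured in kinetic reads before and after stimulation buffer. Rate constants are normalized to DMSO controls.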
# S-ASM inh: Inhibitors of Secretory Acid Sphingomyelinase (S-ASM): qHTS. Sphingomyelin phosphodiesterase (Homo sapiens), P17405. placental ASM, HMU-PC fluorogenic substrate, 60 min. Potency, µM (titrated, usually from 57.5 µM), inactives show top-dose activity change, negative = inhibition, hits mostly inhibitors. 340,000 tested, 0.006% active. AID 504937, 2011; further: potency means the concentration at half of the fitted maximal effect
#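 Fluorogenic HMU-PC substrate (9 uM final) is turned over by placental ASM in 60 min at 37 C after a 10 min compound preincubation. Reaction ended by alkaline stop (pH 10), with fluorescence read at 386/447 nm.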
# a7 integrin act: qHTS for Activators of Integrin-Mediated Alleviation for Muscular Dystrophy; alpha7betagal myoblasts, beta-gal FDG fluorescence, 48 h; Potency, µM (titrated, usually from 38.3 µM), for the others: top-dose activation, actives largely listed as activators; 350,000 tested, 0.064% active;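 further: potency means the concentration at half of the fitted maximal effect; 100% = response of the positive control SU9516; nearly all actives have a fitted effect of over 60% in size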
#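 Alpha7betagal+/- myoblasts (passage 13) were plated 16-24 hr, then exposed to compounds (1:260 dilution of DMSO stock) for 48 hours at 37C. After MPER lysis, β-galactosidase reporter activity was read as FDG fluorescence (ex 480/em 540) after 30 minutes.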
# MBNL1-CUG inh: qHTS Assay for Inhibitors of MBNL1-poly(CUG) RNA binding. 280,000 tested, 0.036% active. AID 2675, 2010. TR-FRET MBNL1-His/biotin-(CUG)12 binding, 665/545 ratio. Muscleblind-like protein 1 (Homo sapiens), Q9NR56. Potency, µM (top dose mostly 57.5 µM), for the others: at the top dose activity change, negative = inhibition, most hits filed as inhibitors; active means well fitted inhibition curve with a large enough effect in the signal ratio, with a control signal flat, not every such curve was filed as active; inconclusive means small, poorly fitted or top-dose-only effect, or effect the other way, or a change in a side signal; inactive means no such curve, though single readings can be large or run the other way; the % refers to the signal ratio; further: potency means the concentration at half of the fitted maximal effect; on the % scale 0 is the no-effect control and ±100 the full control effect
#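 Compounds (final 92 nM to 58 uM) are added to His-tagged MBNL1 and biotin-(CUG)12, then terbium anti-His antibody and streptavidin-XL665 (5 nM final). After 60 min at room temperature, the 665/545 nm ratio is read.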
# TRPV1 agonist: HTS Assay for Compounds that Act as Agonists of the Vanilloid Receptor 1 | Transient receptor potential cation channel subfamily V member 1 (Homo sapiens), Q8NER1 | TRPV1-expressing cells, Fluo-8 calcium influx, agonist mode | activation, % at 8.33 µM | 320,000 tested, 0.19% active | AID 540275, 2011; in the data active means activation above about 80%; inconclusive means between about 30% and that limit; further: 0% is about no effect
#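 Fluo-8 calcium influx in TRPV1-expressing cells, kinetic read (ex 480/em 520 nm). Compound added and read 3 min for agonist activity, followed by capsaicin at EC20 final and 2 min further read for enhancement.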
# AT treatment: qHTS Assay for Identifying a Potential Treatment of Ataxia-Telangiectasia; […] A-T fibroblasts, KAP-1 phosphorylation AlphaLISA; neocarzinostatin DNA damage 30 min before lysis; Potency, µM (series often up to 57.5 µM), for the others: top-dose activation, hits mostly activators; 320,000 tested, 0.19% active; AID 485349, 2010; further: potency means the concentration at half of the fitted maximal effect; % of control where 0% means no effect; nearly all actives have a fitted effect of over 45% in size
#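 hTERT-immortalized A-T patient fibroblasts ([…]), 500 cells/well in OPTI-MEM, 1% FBS, got compounds for 60 min, then NCS for 30 min at 37C. Lysates were then assayed for phospho-KAP-1 by AlphaLISA (anti-pKAP1 donor, anti-KAP1 acceptor beads), 6 hr at 25C.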
# Numbers without * were called inactive; i = inactive; u = inconclusive; x = not tested or not shown; [ ] = another dose, or the depositor's remark. Unless noted, the call rests on the fitted dose curve; in most records, active means well fitted curve in the direction sought with a large enough effect; inconclusive means small, poorly fitted or top-dose-only effect, or another doubt; inactive means no such curve, though single readings can be large; an effect the other way counts as inactive or inconclusive. Outcome played no part in choosing rows; 2% or so of the library scored in one or more.
mol,KCNH2 3.1 inh,FBPA coupling cs,CXXC DNA block,GALK inh,hERG WT inh,S-ASM inh,a7 integrin act,MBNL1-CUG inh,TRPV1 agonist,AT treatment
O=C(CC1C(=O)NCCN1C(=O)c1ccc([N+](=O)[O-])cc1)Nc1ccc(F)cc1 (configuration not stated),8,1,9%,1%,-15,-2%,22%,u,-3,4%
COCc1nnc(NC(=O)c2cccc(NC(=O)c3ccccc3)c2)s1,1,1,u,3%,-3,x,-8%,-2%,5,0%
COc1ccc([C@]23Cc4ccccc4C(O2)C2=C(O3)C(=O)c3ccccc3C2=O)cc1,x,-9,1%[23 µM],x,x,x,x,10%[11.5 µM],i,2%[11.5 µM]
O=C(c1ccc(CS(=O)Cc2ccc(Cl)cc2)o1)N1CCN(c2ccc(F)cc2)CC1 (configuration not stated),4,3,7%,2%,0,-3%,-28%,-1%,-3,8%
O=C(NCc1ccco1)/C(=C\c1ccco1)NC(=O)c1ccc(Br)o1,3,-15,17%,-1%,-8,0%,6%,u,3,3%
Nc1nc(CSc2n[nH]c(-c3ccccc3)n2)nc(Nc2ccccc2)n1,-4,0,-3%,-3%,0,39%,18%,-3%,7,9%
O=C(Cc1nc2ccccc2[nH]1)NCc1ccco1,-8,1,2%,0%,-9,12%,9%,1%,3,3%
Cc1cc(C(=O)CCC(=O)N2CCN(c3ccccc3O)CC2)c(C)s1,1,x,x,x,-14,-1%,0%,x,u,3%
CCN(CC)CCNC(=O)c1c(O)c2cc(OC)c(OC)cc2[nH]c1=O,0,-1,-5%,0%,1,-1%,-24%,u,-2,0%
CCOc1ccc(N2C(=O)CC(NCCNc3ccc(C(=O)c4cccs4)cc3)C2=O)cc1 (configuration not stated),-28,0,0%,-1%,-2,-7%,-35%[inhibitor],u,2,2%
CCCCNC(=O)c1ccccc1NC(=O)CN(c1ccccc1)S(=O)(=O)N(C)C,4,1,2%,0%,1,0%,19%,3%,15,1%
CC1CCCCN1S(=O)(=O)c1ccc2c(c1)CCN2C(=O)CCC(=O)O (configuration not stated),3,6,-3%,-3%,1,0%,-16%,4%,4,8%
CC1CCN(S(=O)(=O)CCNC(=O)c2ccc(F)cc2)CC1,-26,x,x,x,-1,-4%,-19%,x,u,2%
O=C(Cc1ccccc1)NCC(=O)N/N=C/c1cccs1,-25,x,-4%,0%,-8,6%,-6%,19%,-4,-3%
CCOC(=O)COc1cccc2c(=O)n(CC(=O)NCCc3ccccc3)ccc12,-9,1,14%,x,6,0%,-8%,22%,-3,6%
O=C(CCSc1ccccc1)NCCSCc1ccccc1,3,4,-7%,0%,-16,1%,-5%,x,u,1%
Cc1ccc(OCCOc2ccc(Br)cc2/C=N\NC(N)=O)cc1,2,0,-15%,0%,-1,3%,-16%,-6%,-3,1%
COc1ccc(-c2nnc(SCC(=O)c3ccco3)n2-c2ccccc2)cc1,0,4,2%,4%,-2,-1%,u,7%,15,11%
OC(COc1ccc2c(c1)OCO2)CN1CCN(c2ccc(F)cc2)CC1 (configuration not stated),-2,1,-1%,0%,35,0%,u,2%,-1,0%
CC(C)OP(=O)(c1ccc(N(C)C)cc1)C(O)c1ccccc1 (configuration not stated),-5,2,-3%,-2%,5,-1%,-4%,2%,4,-1%
CC(C)Oc1ccc(OCCn2c(=S)[nH]c3c(N)ncnc32)cc1,-12,8,0%,5%,x,-3%,-10%,-10%,-3,-3%
c1ccc(-c2ccccc2OCCOCCN2CCNCC2)cc1,11,1,1%,5%,3,-1%,-1%,-19%,2,-2%
CCOC(=O)c1c(C)[nH]c(C(=O)OCC(=O)N(CC(C)C)c2c(N)n(Cc3ccccc3)c(=O)[nH]c2=O)c1C,-7,x,x,x,-10,-1%,10%,x,-2,-8%
CCC(C)c1ccc(NC(=S)N2CCN(c3ccccn3)CC2)cc1 (configuration not stated),-16,0,23%,2%,23,-1%,-24%,0%,0,0%
CCOC(=O)C(C)Sc1ncc(-c2ccccc2)cn1 (configuration not stated),8,0,3%,0%,18,2%,-22%,-5%,u,8%
O=C(CN1CSCC1=O)N1CCN(S(=O)(=O)c2cc(C(F)(F)F)ccc2Cl)CC1,-6,x,x,x,-1,-2%,11%,x,-2,x
C/C(=N/NC(=O)c1ccoc1C)c1ccc(N2CCOCC2)cc1,9,2,0%,0%,2,4%,u,u,25,-8%
COc1ccc(NC(=O)CN2CCN(CC(=O)Nc3ccc4c(c3)OCO4)CC2)cc1,x,-2,-14%,0%,-79*,2%,-12%,-7%,1,x
CN(C)S(=O)(=O)c1cccc(COc2ncnc3c(Cl)cc(Cl)cc23)c1,7,1,6%,14%,16,-8%,-1%,-3%,0,3%
CCOC(=O)C(NC=O)(NC(C)(C)C)C(=O)OCC,x,0,6%,8%,-3,1%,6%,-1%,-3,4%
C=CCOC(=O)C(C#N)c1nc2ccccc2nc1N1CCN(Cc2ccc3c(c2)OCO3)CC1 (configuration not stated),-103*,-6,-1%,-3%,-111*,-4%,-2%,6%,-6,-9%
Cc1c(OCC(=O)NCc2ccncc2)ccc2c3c(c(=O)oc12)CCC3,-31,x,-1%,0%,-17,4%,-25%,-17%,u,10%
COc1ccc(/C=N/Nc2nc(C)cc(-c3ccccc3)n2)cc1OC,2,4,0%,0%,7,-3%,37%,u,-1,4%
Cc1cccc(NC(=S)N/N=C2\CC(C)(C)Oc3ccc(O)cc32)c1,-4,1,1%,1%,i,23%,-9%,-2%,-2,-4%
O=C(OCC(=O)N1CCc2ccccc2C1)c1cccc([N+](=O)[O-])c1,-5,1,8%,0%,-12,4%,8%,u,-1,-6%
Cc1cccc(N2CCN(C(=O)c3ccc(Cl)c(S(=O)(=O)N4CCc5ccccc5C4)c3)CC2)c1C,-1,-3,3%,-2%,-2,-3%,-41%,x,3,6%
COc1ccc(S(=O)(=O)N(C)CC(=O)NCCC2=CCCCC2)cc1,-1,0,-2%,-1%,-3,4%,15%,3%,11,-4%
O=C(CSc1ccc(-c2cccs2)nn1)NCCc1ccccc1,0,1,9%,0%,-9,-1%,1%,4%,11,-6%
O=C(CSc1ccc(Cl)cc1)Nc1ccc(N2CCN(c3ccccc3)CC2)c(F)c1,0,2,19%,-1%,-5,2%,-15%,5%,-3,-4%
Fc1ccccc1-c1nc(NCCCN2CCOCC2)c2ccccc2n1,-23,-1,-7%,x,-5,-1%,0%,-12%,5,2%
COCCn1c(C)nc2oc3ccc(Br)cc3c(=O)c2c1=O,-4,-2,0%,3%,-7,-1%,-22%,17%,x,8%
Cc1ccc(-c2nnn(CCC(=O)N3CCCCC3C)n2)cc1 (configuration not stated),3,4,-3%,-1%,-29,3%,19%,0%,16,4%
CCSc1ccc2nnc(-c3ccc(F)cc3)n2n1,-8,0,0%,-1%,-6,-2%,-10%,13%,7,-3%
CC(=O)Nc1ccc(NC(=O)C(C)OC(=O)C2(c3ccc(F)cc3)CCCC2)cc1 (configuration not stated),-40,0,-8%,0%,-11,-3%,22%,3%,u,0%
O=C(O)c1ccccc1C(=O)Nc1cccc([N+](=O)[O-])c1,-3,4,8%,0%,-4,-3%,11%,u,2,4%
CC1(C)Cc2cccc(OCC(=O)Nc3cccnc3)c2O1,1,0,0%,1%,-12,1%,1%,1%,6,2%
CCOC(=O)Cn1nnnc1CN(Cc1ccc(OC)cc1)Cc1cc2cc(C)ccc2[nH]c1=O,-8,1,-5%,-4%,-8,-8%,5%,10%,5,x
COc1cc(S(=O)(=O)NCCCn2ccnc2)ccc1Cl,7,-2,-4%,3%,8,2%,-20%,-2%,-9,-6%
COc1ccc(NS(=O)(=O)c2cccc3nonc23)c(OC)c1,14,-18,-4%,x,3,-3%,2%,u,-1,3%
